Assay outcomes as filed in PubChem BioAssay.
Mito fusion yeast: qHTS Assay for Small Molecule Inhibitors of Mitochondrial Division or Activators of Mitochondrial Fusion; S. cerevisiae fusion-defective mutant growth rescue, CellTiterGlo 48 h; Potency, µM (doses to about 46.1 µM), inactives show at the highest dose growth rescue (activation), most hits filed as activators; actives 0.23% (n = 320,000);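 also: potency is read from the fitted curve at half-maximal effect; % of control where 0% means no effect; nearly all actives have a fitted effect of over 45% in size; temperature-sensitive fusion mutants such as fzo1-1 at 37 °C on non-fermentable ethanol glycerol medium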
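Growth-rescue viability read-out: after 48 h at the non-permissive 37C in glycerol/ethanol YPEG, yeast mitochondrial fusion mutants are measured by CellTiterGlo luminescence; compounds (23 nl pinned per well) restoring growth score as division inhibitors or fusion activators.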
USP2a inh: qHTS Assay for Inhibitors of Ubiquitin-specific Protease USP2a Using CHOP2 as the Reporter; actives 0.01% (n = 330,000); Potency, µM (doses to about 38.3 µM), for the others: at the top dose activity change, negative = inhibition, usual class: inhibitors; USP2 core, Ub-CHOP2 coupled fluorogenic reporter, 485/531; Ubiquitin carboxyl-terminal hydrolase 2 (Homo sapiens), O75604;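 also: potency is read from the fitted curve at half-maximal effect; plate controls were DMSO wells for no effect and full inhibition by NEM control for full effect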
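Cell-free coupled assay: 10nM USP2 core preincubated 30min RT with compound in Tris-HCl pH 8.0/CaCl2/CHAPS buffer, then 25nM Ub-CHOP2 and 25nM reporter substrate; fluorescence (Ex 485/Em 531) read after 60min RT, normalized to NEM inhibition, concentration-response curves fitted.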
PTAP TSG101 blk: qHTS Assay for Iinhibitors of HIV-1 Budding by Blocking the Interaction of PTAP/TSG101. Tumor susceptibility gene 101 protein (Homo sapiens), Q99816. Fluorescence polarization, FITC-PTAP peptide / Tsg101 binding. Potency, µM (titrated, usually from 115 µM), for the others: top-dose activity change, negative = inhibition, actives largely listed as inhibitors. 340,000 tested, under 10 active. AID 493005, 2010; active = well fitted inhibition curve with a large enough effect in the main read-out, with a control signal flat, not every such curve was filed as active; inconclusive = small, poorly fitted or top-dose-only effect, or effect the other way, or a change in a side signal; inactive = no such curve, though single readings can be large or run the other way; also: potency is read from the fitted curve at half-maximal effect; % of control where 0% means no effect
Target sequence (Q99816 whole entry, looked up): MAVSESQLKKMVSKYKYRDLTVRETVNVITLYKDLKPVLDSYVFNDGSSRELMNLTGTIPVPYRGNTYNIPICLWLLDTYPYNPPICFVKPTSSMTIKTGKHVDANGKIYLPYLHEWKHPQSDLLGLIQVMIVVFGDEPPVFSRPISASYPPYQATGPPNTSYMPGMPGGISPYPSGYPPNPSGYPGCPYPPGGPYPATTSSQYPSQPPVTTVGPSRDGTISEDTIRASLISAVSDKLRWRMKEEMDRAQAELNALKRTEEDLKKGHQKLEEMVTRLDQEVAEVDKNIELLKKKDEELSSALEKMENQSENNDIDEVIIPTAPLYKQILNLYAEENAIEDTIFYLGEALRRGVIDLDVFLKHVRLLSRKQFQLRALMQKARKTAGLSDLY
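Compounds were pin-transferred onto Tsg101 binding domain (10 uM final) in HEPES pH 7.5 buffer, then FITC-PTAP peptide was added at 50 nM final. After 20 min at RT, polarization reported peptide displacement across a qHTS concentration series.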
B2AR arrestin: qHTS assay of beta-arrestin-biased ligands of beta2-adrenergic receptor | Potency, µM (series often up to 46.1 µM), inactives show at the top dose activation, most hits filed as activators | beta-arrestin recruitment to beta2AR, cell-based reporter | Beta-2 adrenergic receptor (Homo sapiens), P07550 | AID 492947, 2010 | actives 0.02% (n = 330,000);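 also: potency is read from the fitted curve at half-maximal effect; 0% = DMSO controls and full agonism = EC100 isoproterenol or metaproterenol; nearly all actives have a fitted effect of over 65% in size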
TSHR antag: Antagonists of the Thyroid Stimulating Hormone Receptor: HTS campaign. Thyrotropin receptor (Homo sapiens), P16473. TSHR-expressing cells, TSH-stimulated cAMP HTRF, 2 h; stronger effect = lower value. activity change, negative = inhibition, % at 11.5 µM. actives 0.2% (n = 330,000). AID 504810, 2011;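 active = activity change below a set negative limit, meaning inhibition stronger than a set level, cut at about -70% in these data; inconclusive = activity change between two set negative limits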; also: % is scaled to controls: 0 for no effect and ±100 for the full control effect
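Antagonism was scored as loss of TSH-driven cAMP in TSHR cells, stimulated with 4nM TSH (EC80) for 2 hours at 37 deg C and detected by homogeneous HTRF competition immunoassay.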
Tb PFK inh: qHTS Assay to Find Inhibitors of T. brucei phosphofructokinase; T. brucei PFK, ADP-Glo luminescence; Potency, µM (titrated, usually from 57.5 µM), for the others: at the highest dose activity, negative = inhibition, hits mostly inhibitors; actives 0.17% (n = 330,000); AID 485367, 2010;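 also: potency is read from the fitted curve at half-maximal effect; 0% = uninhibited 1x PFK enzyme wells and -100% = no-enzyme wells; nearly all actives have a fitted effect of over 60% in size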
Target sequence (O15648 whole entry, looked up): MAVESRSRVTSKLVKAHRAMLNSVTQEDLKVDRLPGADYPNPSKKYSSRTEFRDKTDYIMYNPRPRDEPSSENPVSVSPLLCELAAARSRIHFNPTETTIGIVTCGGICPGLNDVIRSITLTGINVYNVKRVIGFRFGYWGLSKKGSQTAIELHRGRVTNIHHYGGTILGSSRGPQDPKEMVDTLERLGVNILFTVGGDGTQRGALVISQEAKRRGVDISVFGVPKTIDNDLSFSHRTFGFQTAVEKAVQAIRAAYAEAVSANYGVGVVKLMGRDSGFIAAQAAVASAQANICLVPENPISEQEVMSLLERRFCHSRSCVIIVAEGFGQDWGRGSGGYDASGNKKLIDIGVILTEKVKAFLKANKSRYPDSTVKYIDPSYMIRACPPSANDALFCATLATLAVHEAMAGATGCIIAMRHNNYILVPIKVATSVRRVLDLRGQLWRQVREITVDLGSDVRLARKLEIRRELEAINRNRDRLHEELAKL
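Compounds were pin-transferred as a titration series up to 57 uM into substrate buffer (0.5 mM F6P, 0.1 mM ATP, pH 8.0), then 1.25 nM PFK was added and reactions ran 45 min before ADP-Glo detection.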
Eya2 inh: qHTS Assay for Inhibitors of the Phosphatase Activity of Eya2. recombinant Eya2, OMFP fluorescence dephosphorylation (OMFP is methylfluorescein phosphate). Potency, µM (highest dose often 76.9 µM), for the others: at the top dose activity, negative = inhibition, most hits filed as inhibitors. actives 0.006% (n = 330,000); also: potency is read from the fitted curve at half-maximal effect; % is scaled to controls: 0 for no effect and ±100 for the full control effect
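Eya2 (0.2 uM) preincubated 10 min at ambient with compound, then OMFP substrate added at 50 uM; 10 min reaction in 50 mM HEPES pH 7.5, 50 mM NaCl, 5 uM MgCl2, 0.05% BSA, 1 mM DTT. Fluorescence read at Ex 485/Em 525 nm.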
uPA surface inh: qHTS for Inhibitors of Cell Surface uPA Generation | actives 0.31% (n = 330,000) | cell surface uPA generation assay, qHTS | Potency, µM (doses to about 38.3 µM), without a hit: top-dose activity change, negative = inhibition, actives largely listed as inhibitors; active = well fitted inhibition curve with a large enough effect; inconclusive = small, poorly fitted or top-dose-only effect; inactive = no such curve, though single readings can be large or run the other way; tested in mouse RAW 264.7 cells; also: potency is read from the fitted curve at half-maximal effect; % is scaled to controls: 0 for no effect and ±100 for the full control effect; nearly all actives have a fitted effect of over 55% in size
TCR act: Activators of T cell receptors: qHTS campaign | 330,000 tested, under 10 active | Potency, µM (series often up to 9.22 µM), for inactives: top-dose activation of IL-2 secretion, actives largely listed as activators | primary human leukocytes, anti-CD3, IL-2 HTRF, 48 h; also: % of control where 0% means no effect
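TCR engagement came from a-CD3 beads alone, with compounds added to primary human leukocytes for 48 hr. Secreted IL-2 bridged europium cryptate- and d2-labelled anti-IL-2 antibodies, giving FRET emission at 665nm after 320nm excitation.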
Chronic BCR inh: qHTS Assay to Find Inhibitors of Chronic Active B-Cell Receptor Signaling | actives 0.05% (n = 340,000) | Potency, µM (top dose mostly 46.1 µM), for inactives: at the highest dose ratio change, negative = lower green/red ratio, usual class: inhibitors | AID 493014, 2011 | ABC-DLBCL IkBa-CBG/CBR reporter, luminescence ratio, 4 h; active = well fitted inhibition curve with a large enough effect in the signal ratio, with a control signal flat, not every such curve was filed as active; inconclusive = small, poorly fitted or top-dose-only effect, or effect the other way, or a change in a side signal; the % refers to the signal ratio;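 also: potency is read from the fitted curve at half-maximal effect; plate controls were basal doxycycline-induced cells for no effect and cells given 10 µM MG132 for full effect; MG132 reads +100%, hits lower the ratio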
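Compounds up to 46 uM were incubated four hours with TMD8 cells whose green CBG68 luciferase is fused to IkappaBalpha; red CBR luminescence normalised the signal, and concentration-effect curves were fitted to fusion, red and ratio data.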
ELG1 repair inh: qHTS screen for small molecules that inhibit ELG1-dependent DNA repair in human embryonic kidney (HEK293T) cells expressing luciferase-tagged ELG1. AID 504467, 2011. Potency, µM (highest dose often 46.1 µM), without a hit: at the highest dose activity change, negative = inhibition, actives largely listed as inhibitors. actives 2.3% (n = 330,000). HEK293T ELG1-luciferase reporter, luminescence, 16 h; DNA damage induced by 5-fluorouridine; also: potency is read from the fitted curve at half-maximal effect; % is scaled to controls: 0 for no effect and ±100 for the full control effect; nearly all actives have a fitted effect of over 55% in size
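Step one: seed 2,000 cells per well. Step two: pin-transfer compound or DMSO alongside 5-fluorouridine. Step three: incubate 16 hr, 37 °C, 5% CO2. Step four: add ONE-Glo, wait 30 min, read luminescence.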
* marks the source's active call; other numbers are inactive results; ? = inconclusive; nt = not tested or not shown; & = joins results of further samples; [ ] = dose if it differs, or a comment. Unless noted, calls follow the shape of the dose curve; as a rule, active = well fitted curve in the direction sought with a large enough effect; inconclusive = small, poorly fitted or top-dose-only effect, or another doubt; inactive = no such curve, though single readings can be large; an effect the other way counts as inactive or inconclusive. Random draw from the library, and some 3% of all compounds hit somewhere here.

structure	Mito fusion yeast	USP2a inh	PTAP TSG101 blk	B2AR arrestin	TSHR antag	Tb PFK inh	Eya2 inh	uPA surface inh	TCR act	Chronic BCR inh	ELG1 repair inh
CCC(Oc1ccccc1)C(=O)Nc1ccc(-c2nnc(-c3ccco3)o2)cc1 (stereo unspecified)	?	6%	-3%	0.0%	-16	8%	-22%	-3%	nt	?	?
CCCC(=O)OCC(=O)Nc1cc([N+](=O)[O-])ccc1OC	-8%	3%	-1%	0.1%	-2	-5%	16%	-6%	-8%	-3%	-3%
Cc1ccc(N(CC(=O)N2CCN(c3ccc(F)cc3)CC2)S(=O)(=O)c2c(C)nn(C)c2C)cc1	0%	0%	-6%	0.1%	8	1%	11%	9%	-4%	0%	-16%
CC(C)N(Cc1cnn(C)c1)C(=O)c1ccc(OC2CCN(Cc3ccccn3)CC2)cc1	-3%	-1%	0%	0.2%	5	-4%	13%	-3%	2%	-3%	-2%
C=CCSc1nc(C)cc(/C=C\c2ccccc2)c1C#N	-2%	0%	1%	-0.4%	8	0%	12%	nt	-2%	-2%	0%
Cc1ccc[n+](-c2nc3ccccc3nc2C(=C=[N-])C#N)c1	-2%&1%	5%&-2%	-3%&-10%	-0.4%&-0.1%	2&5	-1%&-1%	-6%&-8%	-2%&1%	1%&7%	8%&15%	-7%&-23%
CN1/C(=C\C(=O)C[n+]2ccc(C(=O)c3ccccc3)cc2)C(C)(C)c2ccccc21	2%	0%	2%	0.2%	21	1%	-20%	-9%	-5%	6%	?
CCC1=C(OC(=O)N(CC)CC)N2C(=O)OC(=NCC3CC3)[C@]2(Cc2ccccc2)[C@H]2C1=CC[C@H]1C(=O)NC(=O)[C@H]12	0%	-17%	-7%	-0.7%	19	-1%	6%	-2%	1%	0%	-18%
O=C(COc1ccc(Cl)cc1)Nc1nnc(C2=COCCO2)o1	-1%	1%	-2%	0.1%	3	-6%	10%	2%	-2%	-3%	9%
NS(=O)(=O)c1cccc(NC(=O)Nc2ccc(Cl)cc2)c1	-4%	1%	2%	0.0%	-9	?	-7%	1%	3%	-5%	?
CC1CCc2cc(F)ccc2N1S(=O)(=O)c1ccc(F)cc1 (stereo unspecified)	-17%	2%	-3%	-0.2%	-9	-5%	4%	-5%	-1%	5%	-17%
CCC(=O)Nc1c(C#N)c2nc3ccccc3nc2n1C1CCCCC1	nt	1%	-6%	0.1%	2	-11%	-5%	-2%	nt	-1%	-7%
COc1cc2c(C(=O)NCCN(C)C)cn(CC(C)C)c(=O)c2cc1OC	-6%	1%	-6%	-1.2%	-8	0%	-3%	-2%	0%	-1%	?
Cc1ccc(NC(=O)COc2ccc3c(c2)OCO3)c(Cl)c1	9%	2%	0%	0.5%	-1	-3%	12%	-6%	0%	?	?
CC1CN(C(=O)N2CCCCC2)CCN1C(=O)N1CCCCC1 (stereo unspecified)	3%	2%	-2%	0.3%	1	2%	1%	0%	1%	3%	6%

Among those listed so far, these have a cyano group:
structure	Mito fusion yeast	USP2a inh	PTAP TSG101 blk	B2AR arrestin	TSHR antag	Tb PFK inh	Eya2 inh	uPA surface inh	TCR act	Chronic BCR inh	ELG1 repair inh
C=CCSc1nc(C)cc(/C=C\c2ccccc2)c1C#N	-2%	0%	1%	-0.4%	8	0%	12%	nt	-2%	-2%	0%
Cc1ccc[n+](-c2nc3ccccc3nc2C(=C=[N-])C#N)c1	-2%&1%	5%&-2%	-3%&-10%	-0.4%&-0.1%	2&5	-1%&-1%	-6%&-8%	-2%&1%	1%&7%	8%&15%	-7%&-23%
CCC(=O)Nc1c(C#N)c2nc3ccccc3nc2n1C1CCCCC1	nt	1%	-6%	0.1%	2	-11%	-5%	-2%	nt	-1%	-7%

Remaining list, next part
structure	Mito fusion yeast	USP2a inh	PTAP TSG101 blk	B2AR arrestin	TSHR antag	Tb PFK inh	Eya2 inh	uPA surface inh	TCR act	Chronic BCR inh	ELG1 repair inh
Cc1ccc(C(=O)C2=C(O)C(=O)N(c3ncccn3)C2c2ccccc2F)o1 (stereo unspecified)	-9%	5%	3%	-0.8%	-111*	0%	-7%	-1%	2%	?	-3%
COc1ccc(C(C(=O)NCC2CCCO2)N(C(=O)c2snc(C(N)=O)c2N)c2ccc(C)cc2)cc1OC (stereo unspecified)	-11%	6%	-3%	0.1%	-8	-2%	-1%	-8%	-28%	-1%	-2%
CN(CC(=O)Nc1ccccc1Br)c1ncnc2sccc12	8%	-1%	1%	0.3%	-6	-4%	6%	-8%	3%	?	12µM*
CCN(C(=O)CSc1ccc2ccccc2c1)C1CCS(=O)(=O)C1 (stereo unspecified)	-4%	2%	-3%	-0.9%	11	-1%	-21%	-4%	-2%[46.1 µM]	0%	20%
CCOc1ccc(S(=O)(=O)NC(Cc2cnc[nH]2)C(=O)O)cc1 (stereo unspecified)	1%	1%	-1%	-0.1%	-6	4%	-23%	1%	11%	-1%	12%
Cc1ccc(C(=O)NC(=S)NCC(=O)c2ccccc2)cc1	-6%	1%	-5%	0.1%	7	0%	-11%	-1%	-23%	?	25%
CC(=O)NC(CC(=O)NCC(c1ccco1)N(C)C)c1ccccc1 (stereo unspecified)	1%	-1%	-4%	0.5%	-5	2%	19%	nt	1%	1%	-1%
CC12CCC(C(=O)N3CCCCCC3)(OC1=O)C2(C)C (stereo unspecified)	3%	-1%	1%	-0.1%	1	-4%	5%	6%	3%	?	-4%
CCn1nc(C)cc1C(=O)N1CCCC(N(C)CCc2ccc(OC)c(OC)c2)C1 (stereo unspecified)	2%	-4%	0%	-0.2%	31	-2%	0%	0%	-4%	5%	?
O=C(Nc1ccc2c(c1)C(=O)N(c1ccccc1)C2=O)C1CCCO1 (stereo unspecified)	-5%	0%	-5%	-0.7%	-7	-1%	4%	1%	4%[46.1 µM]	?	15%
COCCCNC(=O)CC1C[C@H](C(=O)N(C(C)C)C(C)C)[C@@]2(C)c3[nH]c4ccccc4c3CCN2C1=O (stereo partly specified)	nt	-2%	1%	-0.6%	-11	-3%	-13%	7%	-5%	-1%	2%
CC1CCCCN1C(=O)c1ccc(C(=O)c2ccccc2)cc1 (stereo unspecified)	nt	5%	-3%	-1.8%	nt	1%	-8%	-3%	6%	4%	?
Cc1n[nH]c(C)c1S(=O)(=O)N1CCCC(C(=O)Nc2ccc3c(c2)OCCO3)C1 (stereo unspecified)	-2%	-1%	nt	2.5%	-15	-2%	9%	nt	nt	?	-2%
COc1cc(NC(=O)C(=O)NNC(=O)C2CCCCC2)c(OC)cc1Cl	2%	3%	0%	-1.6%	5	-3%	3%	-1%	-2%[46.1 µM]	-1%	-5%
O=C(CN1C(=O)c2ccccc2C1=O)NCc1ccncc1	-3%	3%	0%	-0.6%	-3	3%	6%	nt	2%	-2%	1%
Cc1ccc(N(C(=O)c2csnn2)C(C(=O)NC2CCCCC2)c2cccnc2)c(C)c1 (stereo unspecified)	-7%	1%	0%	-0.4%	-14	1%	-3%	-3%	-2%	1%	-2%
